Assay outcomes as filed in PubChem BioAssay.
Rtt109 Vps75: C. albicans Rtt109 histone acetyltransferase inhibition; Q5AAJ8; purified Rtt109/Vps75, ThioGlo CoA-SH fluorescence, 4 h; inhibition, % at 34.9 µM; actives 0.16% (n = 330,000); AID 540336;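 active = inhibition of at least 50% in every replicate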
CAL PDZ FP-1: blocks peptide binding to the human CAL PDZ domain; AID 602252; inhibition, % at 24.9 µM; purified CAL PDZ, TMR-peptide fluorescence polarization, 1 h; Q9HD26; actives 0.92% (n = 300,000);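 active = mean inhibition of at least 30% with at least half of replicates also reaching 30%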;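 note: 0% = DMSO neutral control and 100% = excess unlabeled competitor peptide PRC23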
Cardiac RTF inh: cardiac RTF calcium desensitization; P19429+P45379; IANBD-labeled cardiac RTF, Ca2+ fluorescence; inhibition, % at 7.15 µM; actives 0.12% (n = 340,000); AID 493244;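 active = inhibition above the mean inhibition of all tested compounds plus 3 SD, cut at about 17% in these data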;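 note: assay run at fixed EC70 calcium of 1.6 mM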
DAGLB inhibitor: blocks human DAGLB lipase activity; Q8NCG7; HEK293T DAGLB membrane lysate, EnzChek fluorogenic substrate; inhibition, % at 5.17 µM; actives 0.059% (n = 340,000); in the data active = inhibition above about 34%;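 note: 0% = enzyme with vehicle and 100% = wells lacking enzyme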
LANA DNA inh: blocks KSHV LANA C-terminal domain binding to DNA; MBP-C-LANA/FAM-LBS DNA binding, fluorescence polarization; inhibition, % at 9 µM; actives 0.078% (n = 340,000);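 active = highest replicate inhibition at or above 60% at 9 µM, even if other replicates fall short; inactive = all replicates below 60% inhibition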;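 note: 0% = neutral control wells and 100% = 4 µM acridine orange control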
SR-BI DiI-HDL act: SR-BI HDL lipid transfer activation | CHO ldlA[mSR-BI] cells, DiI-HDL uptake fluorescence, 3 h; 100 = double the neutral-control signal | activation, % at 12.5 µM | actives 0.096% (n = 320,000) | AID 504775;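 active = mean replicate activation of at least 60% and every replicate at or above 60%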;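 note: 0% = median plate neutral-control signal and 100% = twice that signal; values of inactives mirror those of a sister screen read the other way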
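Assay system: LDL receptor-deficient CHO ldlA cells overexpressing murine SR-BI / Medium: BSA-supplemented, HEPES-buffered Ham's F12, pH 7.4 / Probe or stimulus: DiI-labelled HDL at 10 µg/mL final / Timing: compound with DiI-HDL co-incubation, 3 h at 37 °C / Technique: bottom-read cell fluorescence after medium removal, ex 550/em 595 nm / Measure: HDL uptake via cellular fluorescence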
Keap1-Nrf2 PPI: Keap1-Nrf2 (human) interaction inhibition | Q14145 | Keap1 Kelch-Nrf2 peptide fluorescence polarization, 1536-well | inhibition, % at 9.4 µM | actives 0.15% (n = 340,000) | AID 504523; in the data active = inhibition above about 12%;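 note: human Keap1 Kelch domain with fluorescein labeled Nrf2 9mer peptide probe; 0% = neutral control wells and 100% = peptide positive control; higher means more block of Keap1 binding to Nrf2 peptide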
Target sequence (Q14145 whole entry, looked up, the tested form may be a part): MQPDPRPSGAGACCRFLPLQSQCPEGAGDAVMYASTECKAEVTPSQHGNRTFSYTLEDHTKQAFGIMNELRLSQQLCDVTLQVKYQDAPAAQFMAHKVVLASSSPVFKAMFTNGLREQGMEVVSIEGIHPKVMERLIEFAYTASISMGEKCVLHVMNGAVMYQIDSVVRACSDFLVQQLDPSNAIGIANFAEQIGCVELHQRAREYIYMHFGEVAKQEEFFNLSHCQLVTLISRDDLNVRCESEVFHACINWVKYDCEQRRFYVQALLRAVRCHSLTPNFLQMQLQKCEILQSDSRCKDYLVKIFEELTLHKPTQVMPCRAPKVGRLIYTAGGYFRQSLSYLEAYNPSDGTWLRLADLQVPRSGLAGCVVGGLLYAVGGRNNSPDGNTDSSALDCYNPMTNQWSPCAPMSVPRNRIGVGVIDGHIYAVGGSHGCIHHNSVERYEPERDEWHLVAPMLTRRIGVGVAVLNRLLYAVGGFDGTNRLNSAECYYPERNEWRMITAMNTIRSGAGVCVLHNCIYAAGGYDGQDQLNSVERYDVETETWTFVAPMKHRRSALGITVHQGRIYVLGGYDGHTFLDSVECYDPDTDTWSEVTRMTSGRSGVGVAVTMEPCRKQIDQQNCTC
CAL PDZ FP-2: inhibitors of human CAL PDZ peptide binding; AID 504414; Q9HD26; purified CAL PDZ, TMR-peptide fluorescence polarization, 1 h; inhibition, % at 20 µM; actives 0.02% (n = 330,000);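 active = highest replicate inhibition of at least 40%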;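 note: plate controls were DMSO neutral control wells for no effect and unlabeled competitor peptide control wells for full effect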
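Test system: purified CerCALP PDZ construct; Compound dosing: one concentration, 20 µM compound; Also added: TMR-labelled reporter peptide T*-PRC34 bound in PDZ groove; Read-out: inhibition from polarization loss; Controls: unlabelled peptide and DMSO controls; Signal: FP readout, S and P plane fluorescence; Incubation: 1 h at RT.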
RTF Ca sens act: cardiac RTF calcium sensitization; AID 493008; IANBD-labeled TnC RTF fluorescence at EC20 calcium; 0% EC20 calcium, 100% full calcium; activation, % at 7.2 µM; actives 0.24% (n = 340,000); P19429+P45379;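 active = activation above the mean over all tested compounds plus 3 SD, cut at about 30% in these data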;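 note: rise in fluorescence read as greater calcium sensitivity of cardiac thin filaments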
PKA-R2B activ: activates the human PKA-R2B holoenzyme complex | actives 0.079% (n = 340,000) | P22694+P31323 | AID 504700 | PKA-R2B holoenzyme dissociation, Cy5-IP20 fluorescence polarization; R2B truncated from residue 108, S112A mutant; 0% DMSO only, 100% 113 µM cGMP | activation, % at 11.4 µM;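 active = activation above a cutoff set at the mean over all compounds plus 3 SD, cut at about 18% in these data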;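 note: higher means more holoenzyme dissociation and a rise in polarization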
Target sequence (P31323 whole entry, looked up, other chains not shown, the tested form may be a part): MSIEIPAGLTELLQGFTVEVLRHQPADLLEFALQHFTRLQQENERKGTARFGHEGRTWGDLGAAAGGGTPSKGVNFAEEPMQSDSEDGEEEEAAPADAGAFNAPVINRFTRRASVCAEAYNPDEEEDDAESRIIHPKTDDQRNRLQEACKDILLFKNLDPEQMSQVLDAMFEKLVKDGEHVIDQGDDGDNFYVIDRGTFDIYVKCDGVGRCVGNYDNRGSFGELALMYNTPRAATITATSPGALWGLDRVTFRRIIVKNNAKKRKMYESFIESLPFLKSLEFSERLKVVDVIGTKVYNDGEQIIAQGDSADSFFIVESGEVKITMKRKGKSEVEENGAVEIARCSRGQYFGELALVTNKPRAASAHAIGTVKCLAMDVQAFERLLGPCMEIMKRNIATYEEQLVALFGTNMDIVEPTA
Starred values were filed as active, the others as inactive; / = no result given.

SMILES | Rtt109 Vps75 | CAL PDZ FP-1 | Cardiac RTF inh | DAGLB inhibitor | LANA DNA inh | SR-BI DiI-HDL act | Keap1-Nrf2 PPI | CAL PDZ FP-2 | RTF Ca sens act | PKA-R2B activ
CCN(CC)S(=O)(=O)c1ccc(/C(O)=C2/C(=O)C(=O)N(CCOC)C2c2ccccc2)cc1 (stereo not given) | -4 | -2 | 4 | -4 | 2.2 | -12 | -2 | 0.0 | 2 | -4
CCOC(=O)C1CCN(S(=O)(=O)c2c[nH]c(=O)[nH]c2=O)CC1 | 0 | 2 | 2 | 3 | 1.2 | 17 | -4 | -3.1 | 3 | -13
COc1cccc(NC(=O)CN(C)C(=O)c2ccc(N3CCOCC3)c([N+](=O)[O-])c2)c1 | 14 | 0 | -1 | -1 | -0.9 | 26 | 2 | -3.1 | -2 | 4
COc1ccc(C2=NOC(C(=O)Nc3cc(C)on3)C2)cc1 (stereo not given) | 1 | / | -7 | 0 | -1.3 | 4 | -2 | -0.1 | -5 | -12
CCOC(=O)Cc1csc(NC(=O)NC2(C(F)(F)F)Oc3ccccc3O2)n1 | 20 | -2 | -1 | -1 | -0.9 | 32 | 0 | -0.6 | -6 | 0
CN(Cc1ccccc1)C(=O)c1cc(-c2ccc(Br)cc2)on1 | -4 | / | -3 | -9 | 0.5 | 23 | -2 | -0.8 | -4 | -13
COc1ccc(C(=O)N/N=C/c2ccc(OC)c(COc3c(F)c(F)cc(F)c3F)c2)cc1 | 1 | -1 | 5 | -7 | -0.1 | -2 | 0 | -4.5 | -3 | 15
N=c1c2c3c(sc2ncn1CCCN1CCOCC1)CCCCC3 | 2 | 3 | -1 | 0 | -0.5 | 0 | -2 | 0.1 | -2 | 5
O=C(NC(=O)c1ccccc1)C1=C(N2CCCC2)COC1=O | 8 | -2 | -3 | 0 | -1.2 | 12 | 6 | -1.1 | 4 | -16
CCC(=O)Nc1cccc(C(=O)N(Cc2ccccc2)Cc2ccccc2)c1 | 0 | 2 | -3 | 3 | 1.7 | -21 | 0 | 17 | -2 | -7
COCCN(Cc1cc2cc(C)ccc2n2nnnc12)C(=S)Nc1ccc(OC)cc1 | -2 | -6 | -6 | -5 | 0.0 | / | -4 | -3.3 | -1 | -3
O=C(COC(=O)c1cccnc1Cl)NCCCc1ccccc1 | -1 | -5 | -2 | -2 | 0.2 | 32 | 3 | -0.1 | -1 | -9
CN1CCN(CC(O)(c2ccc(Cl)cc2)c2ccc(Cl)cc2)CC1 | 4 | -1 | -1 | 1 | 1.1 | 6 | 0 | -0.6 | -2 | -5
COc1cccc(N2CCN(C(=O)CCNS(=O)(=O)c3ccc(F)c(F)c3)CC2)c1 | 3 | -3 | 0 | -5 | 1.4 | -30 | 1 | 0.4 | -1 | -6
CCOc1nc(-c2ccccc2)c2cc(Br)ccc2n1 | -2 | -7 | 1 | -9 | 6.5 | -21 | 0 | -0.3 | -3 | 4
CC1CC(C)CN(C(=O)C(C)N(C)CC(=O)Nc2ccc(Cl)cc2)C1 (stereo not given) | -1 | -3 | -3 | 0 | -1.1 | -12 | -2 | -1.4 | 5 | -2
CCOc1cc(CNn2cnnc2)ccc1OCC(=O)NC1CCCCC1 | -2 | / | -12 | 1 | -2.4 | 20 | -1 | -1.8 | -4 | -8
O=C1c2ccccc2S(=O)(=O)c2cc(N3CCOCC3)ccc21 | 0 | -3 | -11 | -4 | 0.4 | -10 | -3 | -0.4 | 3 | -12
COCCC(=O)N1CCC(Oc2ccc(C(=O)N3CCCC(CCCO)C3)cc2)CC1 (stereo not given) | 1 | -3 | 0 | -1 | -0.5 | 4 | 0 | -2.7 | 0 | -3
N#Cc1cc2cc3c(cc2nc1NCCNC(=S)NCCCN1CCOCC1)OCO3 | -41 | / | -5 | 2 | 1.8 | -12 | -2 | 0.1 | 5 | 8
N#Cc1cnc2cc(-c3ccccc3)nn2c1N | -10 | / | / | / | 0.7 | -2 | 0 | -0.7 | / | /
CCc1cccc(C)c1N1C(=O)CC(C)(C)CC1=O | 9 | -2 | -5 | 2 | 1.2 | 2 | -3 | 1.4 | 7 | 1
CC(C)(C)c1ccc(C2(C)NC(=O)N(CC(=O)Nc3ccc4c(c3)OCO4)C2=O)cc1 (stereo not given) | 10 | 0 | -6 | 2 | 4.0 | -25 | 1 | -2.4 | -4 | -10
O=C(NC1CCCCC1)c1nn2c(C(F)(F)F)cc(-c3ccco3)nc2c1Br | 6 | -1 | 0 | 2 | 0.9 | 48 | 1 | 0.0 | 1 | 9
COc1cccc(C(=O)NC2CC3CCCC(C2)N3CC(=O)Nc2ccc(N(C)C)cc2)c1 (stereo not given) | 8 | -7 | 2 | 1 | 1.0 | -48 | -1 | -4.1 | 21 | -7

Next section, overlapping the part above by 5 compounds.
SMILES | Rtt109 Vps75 | CAL PDZ FP-1 | Cardiac RTF inh | DAGLB inhibitor | LANA DNA inh | SR-BI DiI-HDL act | Keap1-Nrf2 PPI | CAL PDZ FP-2 | RTF Ca sens act | PKA-R2B activ
N#Cc1cnc2cc(-c3ccccc3)nn2c1N | -10 | / | / | / | 0.7 | -2 | 0 | -0.7 | / | /
CCc1cccc(C)c1N1C(=O)CC(C)(C)CC1=O | 9 | -2 | -5 | 2 | 1.2 | 2 | -3 | 1.4 | 7 | 1
CC(C)(C)c1ccc(C2(C)NC(=O)N(CC(=O)Nc3ccc4c(c3)OCO4)C2=O)cc1 (stereo not given) | 10 | 0 | -6 | 2 | 4.0 | -25 | 1 | -2.4 | -4 | -10
O=C(NC1CCCCC1)c1nn2c(C(F)(F)F)cc(-c3ccco3)nc2c1Br | 6 | -1 | 0 | 2 | 0.9 | 48 | 1 | 0.0 | 1 | 9
COc1cccc(C(=O)NC2CC3CCCC(C2)N3CC(=O)Nc2ccc(N(C)C)cc2)c1 (stereo not given) | 8 | -7 | 2 | 1 | 1.0 | -48 | -1 | -4.1 | 21 | -7
CC(C)CNC(=O)c1cccc(NC(=O)COc2cccc([N+](=O)[O-])c2)c1 | 8 | 0 | -3 | -1 | 0.3 | -5 | -3 | -1.8 | 0 | -1
COc1ccc(S(=O)(=O)CCC(=O)N2CCN(c3ccccc3F)CC2)cc1 | 1 | -3 | 4 | 0 | 1.6 | 31 | -5 | -2.0 | -5 | 0
O=C(NCCN1CCN(C(=O)c2ccc(F)cc2)CC1)c1ccc(F)cc1 | 18 | -2 | -2 | 0 | 0.4 | -5 | -4 | -1.5 | -3 | -3
Cc1nnc(-c2cccc(Br)c2)c2cn(-c3ccccc3Cl)nc12 | -3 | -8 | -7 | 0 | -2.6 | -30 | -5 | -0.8 | 3 | 13
CCc1ccc(NC(=O)Cc2ccc(-n3cccc3)cc2)cc1 | -1 | -1 | -11 | -8 | 2.3 | 31 | -1 | 0.5 | 4 | 0
NS(=O)(=O)c1cc2c(cc1Cl)NC=NS2(=O)=O | -6 | -1 | 7 | 2 | 0.5 | -3 | 4 | -0.4 | -2 | 9
COc1ccc(C2=NN(C(=O)CSc3nc4ccccc4s3)C(c3ccc(OC)cc3)C2)cc1 (stereo not given) | -8 | 0 | -16 | -7 | 0.1 | 4 | -4 | -0.2 | 10 | -9
CCOc1cc(/C=N/NC(=O)C(=O)N/N=C/c2ccc(O)c(OCC)c2)ccc1O | -1 | -3 | -2 | 2 | 0.3 | 8 | 0 | -0.7 | 1 | -1
Cn1cnc2cc(NC(=O)c3ccc(Cl)cc3)ccc21 | 4 | / | -12 | -1 | -0.4 | 2 | -5 | -0.4 | 2 | -3
CCOC(=O)C(Cc1c(F)cccc1Cl)c1ccno1 (stereo not given) | 39 | 0 | -9 | 0 | 9.1 | -3 | -6 | -0.5 | 5 | -5
CC(C)(C)NC(=O)C[C@H]1C[C@H](C(=O)N2CCCCC2)[C@@]2(C)c3[nH]c4cc(-c5ccco5)ccc4c3CCN2C1=O | 10 | 65* | -3 | -1 | -0.8 | -19 | -2 | -0.1 | -4 | -4
Cc1ccc2cc(NC(=O)Cc3ccccc3)ccc2n1 | -3 | -6 | / | / | 3.4 | 9 | -2 | -1.2 | / | /
O=C(/C=C/c1ccc(F)cc1)NNC(=O)CCN1CCN(Cc2ccccc2)CC1 | 4 | -2 | 2 | 3 | 1.2 | 20 | -4 | -2.2 | 8 | -11
COC(=O)C1=C(C)N(Cc2cccnc2)C(=O)C1 | 4 | / | -5 | 2 | 0.0 | 14 | 3 | -0.1 | -2 | 14
COc1ccc(Nc2ncnc3sc(-c4ccccc4)cc23)cc1OC | 5 | 1 | 1 | 1 | -2.2 | -93 | -1 | 3.1 | -2 | -2
CN(C(=O)CSc1ccc2c(c1)OCCO2)c1ccccc1 | -17 | -3 | -2 | -2 | -1.3 | 17 | -3 | 0.6 | 0 | -3
O=C(OCC(=O)c1cccs1)c1ccc(NC(=O)c2ccco2)cc1 | 11 | 1 | -3 | 1 | -0.7 | -29 | -2 | -2.4 | 0 | -3
Cc1cc(S(=O)(=O)N2CCOCC2)ccc1OCC(=O)Nc1cccc(F)c1 | -14 | -1 | -11 | 1 | 2.1 | / | 3 | -3.3 | -3 | -1
Cc1cc(C)n2c(SCC(=O)N3CCN(S(=O)(=O)c4ccc(Cl)cc4)CC3)nnc2n1 | 3 | -6 | -12 | 1 | 0.9 | 37 | 0 | -0.9 | 3 | 3
CC(C)N(C(=S)NCc1ccccc1)C(C)C | 42 | 0 | 4 | -2 | 1.3 | 21 | 1 | -3.1 | -5 | -1
O=C(NCc1cccs1)c1cc(C2CC2)on1 | 2 | / | -4 | 2 | -2.1 | 23 | -8 | -0.3 | 6 | -11
CC(=O)c1ccc(OCCCC(=O)NC2CCCc3ccccc32)cc1 (stereo not given) | -4 | -2 | 7 | -2 | -1.1 | 6 | 2 | 0.3 | 0 | -14
Cn1c(=O)c2c(nc(N3CCOCC3)n2CCNC2=NCCC2)n(C)c1=O | -6 | 0 | -5 | 2 | 0.6 | 41 | 2 | 0.6 | -4 | -2
COc1cccc(C(=O)Nc2cccc(S(=O)(=O)NC3=NCCC3)c2)c1 | 4 | -4 | -6 | 1 | 2.0 | -12 | 2 | 0.2 | -2 | -5
C=CCc1cc(C=O)cc(OCC)c1OCc1ccc(Cl)cc1 | 0 | 7 | -3 | -11 | 0.8 | 16 | 0 | -0.1 | -3 | 4
O=C(COC(=O)CCN=C1NS(=O)(=O)c2ccccc21)NNC(=O)c1ccccc1 | -2 | -1 | -13 | 1 | 0.6 | 33 | -4 | -1.7 | 10 | -4
CC(C)[C@@H]1COC(c2cccc(C3=N[C@H](C(C)C)CO3)c2)=N1 | -5 | -3 | -14 | -2 | -0.3 | -8 | -3 | -0.1 | 5 | -11
